# Assay outcomes as filed in PubChem.
# BoNT-A LC inh2: blocks Botulinum neurotoxin A light chain protease; multiplex microsphere protease substrate cleavage, flow cytometry; inhibition, % at 10 µM; 0.17% of 360,000 active; AID 588499; also: plate controls were buffer without enzyme for full effect and enzyme alone for no effect
# PfHsp40 yeast: rescue of PfHsp40-mediated yeast toxicity; AID 504582; S. cerevisiae expressing PfHsp40, growth rescue, ATP luminescence; growth rescue, % at 12.5 µM; 0.68% of 340,000 active; in the data active = growth rescue above about 28%, passing the limit was not always enough; inconclusive = no clear call, values can overlap the other calls;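 also: yeast W303a lacking pdr1 and pdr3 grown in galactose medium; growth measured after three days at 30 °C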
# Anthrax LF inh2: anthrax lethal factor protease inhibition; P15917; multiplex microsphere protease cleavage assay, LF; inhibition, % at 10 µM; 0.12% of 360,000 active; AID 588501; also: plate controls were buffer without enzyme for full effect and enzyme alone for no effect
# CCHFV vOTU inh: CCHFV vOTU protease inhibition; Pep-AMC fluorescence; inhibition, % at 11.5 µM; 0.55% of 370,000 active; AID 651958; in the data active = inhibition above about 30%; also: 0% = vehicle wells with enzyme and 100% = no enzyme wells
# TcdB inh: blocks C. difficile toxin B glycohydrolase activity; 0.24% of 350,000 active; TcdB glycohydrolase enzymatic assay, plate reader; AID 652162; P18177; inhibition, % at 9.99 µM; in the data active = inhibition above about 10%
# PrPC surface inh: reduces human prion protein on the cell surface. cell surface PrPC, TR-FRET read-out. inhibition, % at 13.8 µM. 0.43% of 370,000 active. AID 720596; in the data active = inhibition above about 24%; also: 0% = median of the test wells and 100% = reference compound wells
# Y pestis TopoI: inhibitors of Yersinia pestis topoisomerase I. Y. pestis Topo-I cleavage product accumulation, plate reader. activity, % at 10 µM. 0.064% of 360,000 active. AID 504884; in the data active = activity above about 50%, passing the limit was not always enough; inconclusive = no clear call, values can overlap the other calls; also: inactives centre near 2
# FadD28 FP inh: blocks FadD28 binding to the bisubstrate probe. fluorescence polarization. inhibition, % at 12.5 µM. 0.22% of 360,000 active; in the data active = inhibition above about 8.5%, passing the limit was not always enough; inconclusive = no clear call, values can overlap the other calls
# BoNT F protease: inhibitors of Botulinum neurotoxin F light chain protease; Multiplex microsphere protease cleavage assay, flow cytometry; inhibition, % at 10 µM; 0.22% of 360,000 active; AID 588497; in the data active = inhibition above about 35%, passing the limit was not always enough; inconclusive = no clear call, values can overlap the other calls; also: plate controls were buffer without enzyme for full effect and enzyme alone for no effect
# Numbers without * were called inactive; ? = inconclusive; . = not tested or not shown. Rule as the data show it, unless noted: active = inhibition above about 30%; inconclusive = no clear call, values can overlap the other calls; inactive = below that. No enrichment for hits (roughly 2.3% active in at least one column).
SMILES,BoNT-A LC inh2,PfHsp40 yeast,Anthrax LF inh2,CCHFV vOTU inh,TcdB inh,PrPC surface inh,Y pestis TopoI,FadD28 FP inh,BoNT F protease
C(=N\n1cnnc1)/c1ccc2c(c1)OCCO2,-0.5,-0.1,-2.3,-1.6,.,-4.1,11.3,0.4,-1.1
O=C(c1cc(-c2cccs2)on1)N1CCN(c2ccc(F)cc2)CC1,-3.5,-0.1,-6.3,-4.2,.,4.6,1.8,-3.8,-3.9
CCOC(=O)c1cc(-c2ccc(OC)cc2F)nc2c1c(C)nn2CCC#N,?,24.0,-4.0,-6.6,.,1.6,-0.9,-5.2,-4.8
O=C(NCCO)c1cccc(-c2cccc3nccn23)c1,-1.4,.,-10.4,5.3,0.7,-6.0,-5.0,-1.4,-19.0
O=C(Nc1cccc2ccccc12)c1ccccc1Cl,0.1,-0.7,8.6,4.9,1.4,5.0,5.1,-1.2,-0.5
CCOC(=O)/C(C(C)=O)=C1\OC(=O)c2ccccc21,-0.5,0.4,-2.8,2.1,.,6.5,9.8,0.3,-9.4
CCOC(=O)c1c(C)[nH]c(C)c1S(=O)(=O)N1CCN(c2cccc(C)c2)C(C)C1 (stereo not drawn),-0.1,-0.9,0.1,0.8,0.0,-5.8,21.6,0.2,7.1
Cc1ccnc(N2CCCC(C(=O)NC3CC3)C2)n1 (stereo not drawn),-1.0,1.5,0.6,1.3,2.0,2.7,-9.9,0.7,-5.9
Cc1ccc(SC(c2ccc(C)cc2)C(Cn2cncn2)C(=O)c2ccccc2)cc1 (stereo not drawn),-0.3,0.8,-2.8,-9.9,.,4.7,2.5,0.0,3.8
CSc1nc(Oc2ccc(F)cc2)c2ccccc2n1,-0.4,-1.6,-1.4,15.8,.,4.0,12.6,-2.0,-1.0
CC1CN(C(=O)[C@@H]2CCCN2S(=O)(=O)c2ccc(Cl)cc2)CC(C)O1 (stereo partly drawn),-5.8,1.9,4.2,11.9,-1.4,0.9,4.4,0.1,19.1

# A run of entries from further up, for reference:
SMILES,BoNT-A LC inh2,PfHsp40 yeast,Anthrax LF inh2,CCHFV vOTU inh,TcdB inh,PrPC surface inh,Y pestis TopoI,FadD28 FP inh,BoNT F protease
C(=N\n1cnnc1)/c1ccc2c(c1)OCCO2,-0.5,-0.1,-2.3,-1.6,.,-4.1,11.3,0.4,-1.1
O=C(c1cc(-c2cccs2)on1)N1CCN(c2ccc(F)cc2)CC1,-3.5,-0.1,-6.3,-4.2,.,4.6,1.8,-3.8,-3.9
CCOC(=O)c1cc(-c2ccc(OC)cc2F)nc2c1c(C)nn2CCC#N,?,24.0,-4.0,-6.6,.,1.6,-0.9,-5.2,-4.8
O=C(NCCO)c1cccc(-c2cccc3nccn23)c1,-1.4,.,-10.4,5.3,0.7,-6.0,-5.0,-1.4,-19.0
O=C(Nc1cccc2ccccc12)c1ccccc1Cl,0.1,-0.7,8.6,4.9,1.4,5.0,5.1,-1.2,-0.5
CCOC(=O)/C(C(C)=O)=C1\OC(=O)c2ccccc21,-0.5,0.4,-2.8,2.1,.,6.5,9.8,0.3,-9.4
CCOC(=O)c1c(C)[nH]c(C)c1S(=O)(=O)N1CCN(c2cccc(C)c2)C(C)C1 (stereo not drawn),-0.1,-0.9,0.1,0.8,0.0,-5.8,21.6,0.2,7.1
Cc1ccnc(N2CCCC(C(=O)NC3CC3)C2)n1 (stereo not drawn),-1.0,1.5,0.6,1.3,2.0,2.7,-9.9,0.7,-5.9
